hcGAS lum – Primary biochemical luminescence assay for human cyclic GMP-AMP synthase inhibitors | inhibition, % at 12.5 µM | recombinant h-cGAS, ATP depletion, Kinase-Glo luminescence | actives 0.081% (n = 290,000);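 note: 0% = vehicle reaction and 100% = reaction without DNA for no activity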
Target sequence (Q8N884 whole entry, looked up): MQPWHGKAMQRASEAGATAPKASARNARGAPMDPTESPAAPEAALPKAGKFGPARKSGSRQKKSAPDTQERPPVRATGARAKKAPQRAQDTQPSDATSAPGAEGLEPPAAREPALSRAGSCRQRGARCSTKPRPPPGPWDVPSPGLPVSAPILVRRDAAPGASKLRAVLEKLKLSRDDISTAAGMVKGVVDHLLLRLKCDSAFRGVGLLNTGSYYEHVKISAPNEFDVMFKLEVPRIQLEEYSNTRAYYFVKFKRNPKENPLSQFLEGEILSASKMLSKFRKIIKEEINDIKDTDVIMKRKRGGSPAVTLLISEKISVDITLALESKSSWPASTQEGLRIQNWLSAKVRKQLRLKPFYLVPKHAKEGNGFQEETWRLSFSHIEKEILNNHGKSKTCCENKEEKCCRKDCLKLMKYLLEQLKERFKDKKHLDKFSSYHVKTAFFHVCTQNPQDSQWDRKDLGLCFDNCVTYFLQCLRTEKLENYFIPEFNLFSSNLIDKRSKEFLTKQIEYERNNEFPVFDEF
mcGAS inh – cyclic GMP-AMP synthase inhibitors, mouse, primary biochemical chemiluminescence | Q8C6L5 | recombinant cGAS, Kinase-Glo ATP depletion luminescence | inhibition, % at 12.5 µM | actives 0.15% (n = 160,000) | AID 1259399, 2018;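 note: 0% = negative control wells and 100% = reference inhibitor with no enzyme activity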
NPYLR7 ag – agonists of mosquito NPYLR7 receptor, primary screen, cell-based, Aedes aegypti, calcium fluorescence, mosquito biting behavior. Aedes aegypti neuropeptide Y-like receptor 7 (NPYLR7). HEK293T NPYLR7/Galpha15, GCaMP6s calcium fluorescence. activation, % at 10 µM. actives 0.15% (n = 270,000). AID 1259423, 2018; in the data active = activation above about 40%;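 note: 0% = vehicle and 100% = reference agonist at the receptor; some compounds past the cut are filed as inactive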
The depositor's hits bear a star; & = joins results of further samples. Cut-off read from the data, not from the text of the source, unless noted: active = inhibition above about 40%; inactive = the rest.

The first 2 records, to show the layout:
O=C(Cn1ccc(-c2ccco2)n1)Nc1ccn(Cc2ccccc2)n1 was read as hcGAS lum -2.2, mcGAS inh -10.3 and NPYLR7 ag 4.7.
For CC1CC(Sc2nnc(CN3CCCCC3)n2-c2ccc(F)cc2)C(=O)O1 (stereo not given) the results were hcGAS lum -5.9 and NPYLR7 ag 7.7.

Results, from the start:
O=C(Cn1ccc(-c2ccco2)n1)Nc1ccn(Cc2ccccc2)n1 was read as hcGAS lum -2.2, mcGAS inh -10.3 and NPYLR7 ag 4.7.
For CC1CC(Sc2nnc(CN3CCCCC3)n2-c2ccc(F)cc2)C(=O)O1 (stereo not given) the results were hcGAS lum -5.9 and NPYLR7 ag 7.7.
Screening Cc1cc(C2CCCN2S(=O)(=O)NCc2ccccc2)on1 (stereo not given) returned hcGAS lum -7.6 and NPYLR7 ag 6.2.
`COc1cccc(-c2csc3nc(CNCCC(C)C)[nH]c(=O)c23)c1` gave hcGAS lum -3.9, mcGAS inh -3.7 and NPYLR7 ag 1.6.
Screening O=C1CN(C(=S)Nc2c(F)cc(F)cc2F)CC2c3cc(Cl)ccc3CCN12 (stereo not given) returned hcGAS lum -4.0, mcGAS inh -6.1 and NPYLR7 ag -0.9.
O=[N+]([O-])c1ccc(OC2=NS(=O)(=O)c3cc([N+](=O)[O-])ccc32)cc1 was read as hcGAS lum -8.2, mcGAS inh -5.3 and NPYLR7 ag 8.8.
CCC1SC(c2cc(OC)ccc2OC)N(CCCN(C)C(=O)NC(C)C)C1=O (stereo not given) was read as hcGAS lum -7.6, mcGAS inh -7.8 and NPYLR7 ag 7.5.
`COc1ccc(C(=O)N2c3ccc(C)cc3C3CN(C)CCC32)cc1S(=O)(=O)NC1CCCC1` (stereo not given) gave hcGAS lum 4.0, mcGAS inh -4.1 and NPYLR7 ag -1.5.
CN1CCN(C(=O)Cn2nnnc2CN2CCOCC2)CC1c1ccccc1 (stereo not given) was read as hcGAS lum -3.7&-3.3, mcGAS inh -8.3&-5.3 and NPYLR7 ag -2.1&0.5.
For O=c1oc2cc(O)ccc2c2c1CCCC2 the results were hcGAS lum 2.7 and NPYLR7 ag -0.4.
CC(=O)Nc1cccc(C(=O)N2CCN(S(=O)(=O)c3cccc(Br)c3)CC2)c1 was read as hcGAS lum -1.8, mcGAS inh -11.3 and NPYLR7 ag -2.4.
NC(=O)C1CCCN(CCCn2cnc(-c3ccccc3)c2-c2ccsc2)C1 (stereo not given) was read as hcGAS lum -3.2, mcGAS inh -17.9 and NPYLR7 ag 6.5.
`Cc1cc(C)c2sc(NC(=O)c3ccc([N+](=O)[O-])o3)nc2n1` gave hcGAS lum 2.8 and NPYLR7 ag -6.2.
Screening C=C(C)[C@@H]1CC=C(CN2CCC(C3(Cc4cccc(F)c4)NC(=O)N(CCOC)C3=O)CC2)CC1 (stereo not given in full) returned hcGAS lum -9.5 and NPYLR7 ag 1.4.
COc1ccc(-c2coc3cc(O)ccc3c2=O)cc1 was read as hcGAS lum -2.6&-0.7 and NPYLR7 ag -10.4&-5.5.
For CC(=O)c1cccc(CN2CC[C@@H](N3CCN(c4ccccc4F)CC3)[C@H](O)C2)c1 the results were hcGAS lum -6.6 and NPYLR7 ag 18.3.
CC(c1ccccc1)N(C)C(=O)c1cc(Cl)ccn1 (stereo not given) was read as hcGAS lum -3.7 and NPYLR7 ag 11.2.
`CCn1nc(C(=O)N2CCCCCC2)c2c1CCC(NCCc1ccncc1)C2` (stereo not given) gave hcGAS lum -10.5, mcGAS inh -8.1 and NPYLR7 ag 18.2.
CC1(C)CC(NC(=S)NCc2ccc3c(c2)OCO3)CC(C)(C)N1 was read as hcGAS lum -0.7 and NPYLR7 ag 1.8.
Screening O=C(CC1COCCN1)N1CCN(c2nnc(C(F)(F)F)s2)CC1 (stereo not given) returned hcGAS lum -3.8 and NPYLR7 ag 4.0.
COc1ccc(-c2csc(-n3[nH]c(C)c(N=Nc4ccc([N+](=O)[O-])cc4Cl)c3=O)n2)cc1 was read as hcGAS lum 4.6, mcGAS inh 0.2 and NPYLR7 ag -6.0.
Screening O=C(c1ccc2nc(Cc3ccccc3F)oc2c1)N1CC[C@H](O)C1 returned hcGAS lum -0.7 and NPYLR7 ag -3.0.
For CCOC(=O)c1nc2cc(C)c(C)cc2nc1N1CCN(C(=O)C(=O)OC)CC1 the results were hcGAS lum -7.2, mcGAS inh -3.7 and NPYLR7 ag 7.8.
For CC(C)(C)c1nnc(Sc2ccc3nnc(C(F)(F)F)n3n2)o1 the results were hcGAS lum -7.1 and NPYLR7 ag 1.8.
`CCc1c(C)nc(-n2nc(C)cc2C)n(CC(=O)NC(C)C)c1=O` gave hcGAS lum -2.7, mcGAS inh -7.9 and NPYLR7 ag 0.9.
`CCC(C)N(Cc1cccn1Cc1cccc(OC)c1)C(=O)CN(CCC(C)C)C(=O)c1ccc(Cl)cc1` (stereo not given) gave hcGAS lum -5.0, mcGAS inh -5.2 and NPYLR7 ag -0.9.
`Cc1noc(C)c1CNC(C)CCn1cccn1` (stereo not given) gave hcGAS lum -2.1 and NPYLR7 ag 1.7.
CN(CC(=O)NC(C)(C#N)C1CC1)Cc1nnc(C2CC2)n1C (stereo not given) was read as hcGAS lum 6.3 and NPYLR7 ag 4.3.
For Cc1nn(C)c(C)c1C(C)C(=O)Nc1cc(C#N)cn1C(C)(C)C (stereo not given) the results were hcGAS lum -4.2 and NPYLR7 ag 6.0.
`CN=C1NS(=O)(=O)C(c2ccc(C)cc2)=C1C` gave hcGAS lum -0.6 and NPYLR7 ag 3.1.
For COC(=O)C(=O)N1CCN(c2nc3ccccc3nc2-c2ccccc2)CC1 the results were hcGAS lum -5.7, mcGAS inh -2.3 and NPYLR7 ag 4.4.
For CCOc1ccccc1N1CCN(C(=O)c2cc(-c3ccc(C(C)(C)C)cc3)nc3ccccc23)CC1 the results were hcGAS lum -5.7, mcGAS inh -6.0 and NPYLR7 ag 7.3.
For CC1Sc2ccc(S(C)(=O)=O)cc2N(Cc2ccccc2C#N)C1=O (stereo not given) the results were hcGAS lum -0.9 and NPYLR7 ag 3.4.
For COc1cc(Cl)c(C)cc1NC(C)C(=O)N1CCOCC1 (stereo not given) the results were hcGAS lum -9.7, mcGAS inh -6.7 and NPYLR7 ag 9.4.
`COc1cccc(-c2nn(CC(=O)NCCc3ccccc3)c(=O)c3nc(C)sc23)c1` gave hcGAS lum 4.6, mcGAS inh -5.9 and NPYLR7 ag 4.1.
`CC(C)c1c(C(=O)NCc2ccncc2)cnn1-c1cccc(F)c1` gave hcGAS lum 4.6, mcGAS inh 0.6 and NPYLR7 ag -8.2.
`Cc1ccc(CN2CCC(CN(C)CC3CC=CCC3)CC2)o1` (stereo not given) gave hcGAS lum -6.5 and NPYLR7 ag 15.9.
`N#Cc1cc(NC(=O)c2ccccc2)ccc1N1CCC(O)CC1` gave hcGAS lum 4.4 and NPYLR7 ag -25.5.
For CCOC(=O)C1=C(O)/C(=C\c2ccc3c(c2)OCCO3)SC1=Nc1cccc([N+](=O)[O-])c1 the results were hcGAS lum -4.6, mcGAS inh -3.8 and NPYLR7 ag 7.9.
Screening CCc1ccccc1-c1c(-c2ccccc2)ncn1CC[C@@H](C)CO returned hcGAS lum -6.5, mcGAS inh -9.7 and NPYLR7 ag 4.1.
For O=C1OC(CNS(=O)(=O)c2cccnc2)CN1c1ccccc1 (stereo not given) the results were hcGAS lum -7.5 and NPYLR7 ag 2.1.
CC(C)Cc1ncc(CN)s1 was read as hcGAS lum -10.9 and NPYLR7 ag 13.5.
For CC(C)Nc1nc(NC2CCCC2)nc(N2CCOCC2)n1 the results were hcGAS lum -1.1, mcGAS inh -2.6 and NPYLR7 ag 4.8.
`Cc1cc(C(=O)N2C[C@@H]3CCCN4CCC[C@@H]([C@H]34)[C@H]2CCCC(=O)NCC2CC2)nn1C` gave hcGAS lum -6.9 and mcGAS inh -5.0.
c1cc2ccc(CNC3CC3)cc2[nH]1 was read as hcGAS lum -3.4 and NPYLR7 ag -12.6.
For COCCN1C(=O)C2C(c3ccccc3O)NN(C)C2C1=O (stereo not given) the results were hcGAS lum -0.6, mcGAS inh -1.4 and NPYLR7 ag -3.7.
Screening COc1ccc(/C=C/C(=O)Nc2ccc(NC3CCCCC3)c3c2C(=O)c2ccccc2C3=O)cc1 returned hcGAS lum -6.3, mcGAS inh -5.5 and NPYLR7 ag 13.2.
For COCCOC(=O)c1c(C)nc2ccccc2c1-c1ccccc1 the results were hcGAS lum -5.9 and NPYLR7 ag 1.7.
For O=C(NCc1ccccc1)c1csc(Nc2ccccc2)n1 the results were hcGAS lum 7.7 and NPYLR7 ag 7.7.
For COc1cc(NC(=O)COC(=O)c2ccco2)c(C)cc1[N+](=O)[O-] the results were hcGAS lum -6.8 and NPYLR7 ag 9.6.
Screening O=c1[nH]c(=O)n(CC2CCCO2)c2nccc(-c3ccc4c(c3)OCO4)c12 (stereo not given) returned hcGAS lum -6.4, mcGAS inh 1.3 and NPYLR7 ag -2.6.
Cc1nonc1N1CCN(Cc2nc(-c3cccc(C(F)(F)F)c3)oc2C)CC1 was read as hcGAS lum -2.9, mcGAS inh -5.7 and NPYLR7 ag -8.4.
For COC1CCCN(S(=O)(=O)c2sc3c(c2C(=O)O)CCNC3)C1 (stereo not given) the results were hcGAS lum 0.9 and NPYLR7 ag -0.4.
Screening CC1C(=O)N(c2ccc(Oc3ccccc3)cc2)CCN1C(=O)COc1ccc(Cl)cc1 (stereo not given) returned hcGAS lum -2.0, mcGAS inh -0.4 and NPYLR7 ag -11.9.
For O=C(NCC1CCCS1)c1sccc1Br (stereo not given) the results were hcGAS lum -5.4&-12.0, mcGAS inh -6.4 and NPYLR7 ag 0.8&5.3.
For COc1ccc(C(=O)N2N=C3CCCCC3C2(O)C(F)(F)F)cc1 (stereo not given) the results were hcGAS lum -4.1, mcGAS inh -7.8 and NPYLR7 ag -1.4.
Screening C=CCOC(=O)C1C(C)=Nc2nc(SCC(C)C)[nH]c(=O)c2C1c1sccc1C (stereo not given) returned hcGAS lum -5.8, mcGAS inh -5.9 and NPYLR7 ag 10.4.
CCCN(CC(=O)N(CCc1c[nH]c2ccccc12)Cc1ccc(C(C)(C)C)cc1)C(=O)NCC was read as hcGAS lum -10.5, mcGAS inh -5.7 and NPYLR7 ag -2.5.
For CC1(C(=O)Nc2cccc(NS(C)(=O)=O)c2)CCN1CCc1ccccc1 (stereo not given) the results were hcGAS lum -12.6 and NPYLR7 ag 4.2.
For COc1cc(Br)c(S(=O)(=O)N(C)CC(N)=O)cc1OC the results were hcGAS lum -14.8 and NPYLR7 ag 8.0.
`CCC(=O)C(=O)N1CCC(Cc2nncn2-c2ccccc2)CC1` gave hcGAS lum 3.3 and NPYLR7 ag -0.3.
Screening O=C(c1ccccc1-n1cccn1)N1CCCC(N2CCN(c3ccccc3F)CC2)C1 (stereo not given) returned hcGAS lum -4.8 and NPYLR7 ag 3.2.
Screening COc1cccc(CCC(=O)N2CCC(n3c(-c4ccccc4)nc4ccc(F)cc43)CC2)c1 returned hcGAS lum -2.3, mcGAS inh -5.1 and NPYLR7 ag 2.5.
COc1ccc(Cc2nnc(NCCO)[nH]c2=O)cc1 was read as hcGAS lum -4.5 and NPYLR7 ag 9.9.
`CC1=C(C(=O)Nc2ccc(C)cc2C)C(c2cccs2)N2N=CC(C#N)C2=N1` (stereo not given) gave hcGAS lum -3.5 and NPYLR7 ag -2.4.
Screening Fc1ccc(Nc2nc(NCCc3ccccc3)nc3nccnc23)cc1 returned hcGAS lum -7.7, mcGAS inh -5.8 and NPYLR7 ag 2.6.
c1ccc(-c2nnc(CSc3ncnc4c3oc3ccccc34)o2)cc1 was read as hcGAS lum -5.9 and NPYLR7 ag -4.6.
Screening Cn1cc(Br)cc1C(=O)NNC(=O)CCN1CCOC1=O returned hcGAS lum -5.5, mcGAS inh -17.5 and NPYLR7 ag 2.0.
`COc1ccc2cc(CNC(=O)CCc3nc(-c4cccs4)no3)ccc2c1` gave hcGAS lum 6.4, mcGAS inh 0.4 and NPYLR7 ag 4.0.
CCOC(=O)C1(Cc2ccccc2C)CCCN(S(=O)(=O)c2c(C)nn(C)c2C)C1 (stereo not given) was read as hcGAS lum -3.2 and NPYLR7 ag 4.2.
Screening Cc1cc(N)n(-c2nc3c(cnn3-c3ccc(C)c(C)c3)c(=O)[nH]2)n1 returned hcGAS lum -9.1 and NPYLR7 ag -4.2.
Screening O=C(CSc1nncn1CCc1ccccn1)N1CCCCCC1 returned hcGAS lum -9.9 and NPYLR7 ag -1.1.
For COc1ccc(S(=O)(=O)N2CCC(Cc3ccccc3)CC2)cc1N1CCN(S(=O)(=O)c2c(C)cc(C)cc2C)CC1 the results were hcGAS lum -1.7, mcGAS inh -6.0 and NPYLR7 ag 19.1.
CCOC(=O)c1cc(-c2ccc(N3CCN(C(=O)c4cc(Cl)nc(OC)c4)CC3)cc2)n(-c2cccc(F)c2)n1 was read as hcGAS lum -6.0, mcGAS inh -7.1 and NPYLR7 ag 25.8.
`CCOP(=O)(OCC)C(NC(=O)c1cccs1)C(F)(F)F` (stereo not given) gave hcGAS lum -0.2 and NPYLR7 ag -3.2.

Sorted by length of the SMILES (low to high): part of the list above.
Screening O=C(CSc1nncn1CCc1ccccn1)N1CCCCCC1 returned hcGAS lum -9.9 and NPYLR7 ag -1.1.
Screening Fc1ccc(Nc2nc(NCCc3ccccc3)nc3nccnc23)cc1 returned hcGAS lum -7.7, mcGAS inh -5.8 and NPYLR7 ag 2.6.
`COc1ccc2cc(CNC(=O)CCc3nc(-c4cccs4)no3)ccc2c1` gave hcGAS lum 6.4, mcGAS inh 0.4 and NPYLR7 ag 4.0.
